High-throughput results deposited in PubChem BioAssay by several laboratories.
TcdB inh: TcdB glycohydrolase inhibitors, primary screen, biochemical, single point, plate reader; TcdB glycohydrolase enzymatic assay; inhibition, % at 9.99 µM; actives 0.24% (n = 350,000); in the data active means inhibition above about 10%
Yp Topo-I inh: Yersinia pestis topoisomerase I inhibitors, primary screen, biochemical, cleavage product accumulation, plate reader, single point. DNA topoisomerase I (Yersinia pestis CO92). Y. pestis Topo-I cleavage product accumulation. activity, % at 10 µM. actives 0.064% (n = 360,000). AID 504884, 2011; in the data active means activity above about 50%, passing the limit was not always enough; inconclusive means no clear call, values can overlap the other calls; further: inactives centre near 2
PfHsp40 rescue: rescue of yeast from PfHsp40 toxicity, primary screen, S. cerevisiae, ATP luminescence. S. cerevisiae expressing PfHsp40, growth rescue. actives 0.68% (n = 340,000). growth rescue, % at 12.5 µM; in the data active means growth rescue above about 28%, passing the limit was not always enough; inconclusive means no clear call, values can overlap the other calls;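 further: yeast W303a lacking pdr1 and pdr3 grown in galactose medium; growth measured after three days at 30 °C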
Vc quorum ag: inducers of Vibrio cholerae quorum light production without autoinducers, primary screen, BH1578 luxS cqsA deficient, single point; V. cholerae BH1578 lux reporter, luminescence, 6 h; actives 0.16% (n = 350,000); activation, % at 18.7 µM; in the data active means activation mostly above about 9.7%, no sharp cut-off; inconclusive means no clear call, values can overlap the other calls; inactive means mostly below about 3.7%; further: not every result past the cut was called active; inactives centre near 0; reference of the scale not given here
Anthrax LF prot: Bacillus anthracis LF protease inhibitors, primary screen, biochemical, multiplex microsphere, MLPCN library; Lethal factor (Bacillus anthracis), P15917; actives 0.12% (n = 360,000); multiplex microsphere protease cleavage assay; inhibition, % at 10 µM; further: plate controls were buffer without enzyme for full effect and enzyme alone for no effect
Target sequence (P15917 whole entry, looked up): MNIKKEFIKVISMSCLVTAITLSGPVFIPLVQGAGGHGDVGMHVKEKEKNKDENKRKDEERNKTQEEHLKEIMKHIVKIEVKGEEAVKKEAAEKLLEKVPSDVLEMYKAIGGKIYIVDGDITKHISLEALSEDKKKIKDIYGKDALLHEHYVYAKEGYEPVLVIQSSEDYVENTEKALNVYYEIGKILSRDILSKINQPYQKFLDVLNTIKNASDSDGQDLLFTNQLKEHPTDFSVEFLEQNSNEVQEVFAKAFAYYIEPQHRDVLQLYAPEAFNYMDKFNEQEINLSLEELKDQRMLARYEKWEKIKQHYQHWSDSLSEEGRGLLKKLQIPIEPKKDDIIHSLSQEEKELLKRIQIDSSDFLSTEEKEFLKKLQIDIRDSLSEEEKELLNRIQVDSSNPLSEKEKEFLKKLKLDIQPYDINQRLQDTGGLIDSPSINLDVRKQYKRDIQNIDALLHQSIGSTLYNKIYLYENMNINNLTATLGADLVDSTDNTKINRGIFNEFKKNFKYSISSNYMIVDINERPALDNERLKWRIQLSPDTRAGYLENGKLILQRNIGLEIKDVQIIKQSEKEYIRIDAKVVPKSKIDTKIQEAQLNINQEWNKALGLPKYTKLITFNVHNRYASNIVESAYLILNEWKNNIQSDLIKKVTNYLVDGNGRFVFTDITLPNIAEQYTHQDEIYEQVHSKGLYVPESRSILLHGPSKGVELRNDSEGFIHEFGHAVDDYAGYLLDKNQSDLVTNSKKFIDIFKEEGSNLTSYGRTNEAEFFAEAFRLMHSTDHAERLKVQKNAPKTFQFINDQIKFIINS
3CLpro inhibitor: SARS-CoV 3CLpro protease inhibitors, primary screen, biochemical, quenched FRET; AID 1706, 2009; actives 0.14% (n = 290,000); inhibition, % at 6 µM; recombinant SARS-CoV 3CLpro, quenched FRET peptide cleavage; in the data active means inhibition above about 12%
BoNT A protease: BoNT/A light chain protease inhibitors, primary screen, biochemical, flow cytometry, MLPCN library. Botulinum neurotoxin type A light chain protease (Clostridium botulinum A str. ATCC 3502). multiplex microsphere protease substrate cleavage. actives 0.17% (n = 360,000). inhibition, % at 10 µM. AID 588499, 2011; further: plate controls were buffer without enzyme for full effect and enzyme alone for no effect
PrPC surface inh: inhibitors of human cell surface prion protein PrPC, primary screen, cell-based, TR-FRET; Major prion protein (Homo sapiens), P04156; TR-FRET read-out; inhibition, % at 13.8 µM; actives 0.43% (n = 370,000); in the data active means inhibition above about 24%; further: 0% = median of the test wells and 100% = reference compound wells
PriA SSB inh: inhibitors of Klebsiella pneumoniae PriA binding to SSB C-terminal tail, primary screen, biochemical, AlphaScreen | PriA–SSB C-terminal tail interaction (Klebsiella pneumoniae) | AlphaScreen SSBct-PriA binding, biotinylated peptide | inhibition, % at 33 µM | actives 0.6% (n = 430,000) | AID 1272365, 2023; in the data active means inhibition mostly above about 37%, no sharp cut-off; inactive means mostly below about 20%;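 further: plate controls were negative control peptide for no effect and reference peptide for full effect; strong numbers were not always called active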
* = called active by the depositor; i = inactive; ? = inconclusive; / = no result given; & = joins results of further samples. Unless noted, no stated cut-off is given here; in the data, active means inhibition above about 30%; inconclusive means no clear call, values can overlap the other calls; inactive means below that. Some of the compounds tested. The share of hits here may be higher or lower than overall.

SMILES	TcdB inh	Yp Topo-I inh	PfHsp40 rescue	Vc quorum ag	Anthrax LF prot	3CLpro inhibitor	BoNT A protease	PrPC surface inh	PriA SSB inh
COC(=O)c1cc(NC(=O)COC(=O)C2COc3ccccc3O2)cc(C(=O)OC)c1 (stereo not given)	0.1	-11	-0.4	0.4	-3	/	-1.1	-6	-11
COCCNC(=O)C(=O)NCC1OCCN1S(=O)(=O)c1cc(F)ccc1F (stereo not given)	0.8	-6	0.5	i	-8	-5	-0.8	2	-2
CC1CCCN(Cc2c(O)ccc3c2O/C(=C\c2ccco2)C3=O)C1 (stereo not given)	-1.4	-2	-1.5	-1.7	-2	-4	1.2	-13	7
COc1ccc(C=C2C(=O)NC(=S)NC2=O)cc1OC	0.0	-1	-1.0	-1.3	0	/	0.0	9	-2
COc1cccc(CNC(=O)CCCNC(=O)c2ccc(Cl)cc2)c1	1.4	16	-0.9	i	-1	-7	0.5	-7	8
CC(C)(c1ccccc1)c1ccc(OCc2ccc(C(=O)O)o2)cc1	1.9	14	8.8	-0.4	-4	/	-0.9	-4	-1
O=C(C1=CC=CN2CCS(=O)(=O)N=C12)N1CCN(c2cccc(Cl)c2)CC1	0.7	2	0.5	-0.8	6	/	1.9	-5	8
CCCCOc1ccc(C(=O)N/C(=C/C=C/c2ccccc2)C(=O)NCCO)cc1	2.1	41	-0.2	-0.3	-1	0	-0.5	0	7
CN(C)/C=C/c1c([N+](=O)[O-])c2ccc(O)cc2n1-c1ccccc1	-1.5	-22	-1.1	i	-18	5	-2.0	-4	7
COc1ccc(CC(=O)NCc2nnc(SCC(=O)Nc3nccs3)n2C)cc1	1.1	-3	0.7	/	-4	0	-1.4	2	-13
COc1ccc(OCCCC(=O)N(C)CC(=O)Nc2c(C)cccc2C)cc1	0.3	-2	-0.6	-6.2	-3	/	1.3	-4	-5
COc1ccccc1N1CCN(C(=O)c2c(-c3ccccc3Cl)noc2C)CC1	/	12	-0.9	-0.9	5	-6	1.0	2	11
COC(=O)c1cc(OC)c(OC)cc1NCC(=O)Nc1cccc(C(F)(F)F)c1	1.2	-15	5.6	-0.4	-2	0	-0.2	5	-1
COc1cc2c(cc1OC)C(C(=O)N1CCC3(CC1)OCCO3)C(c1ccccc1F)N(C)C2=O (stereo not given)	/	-3	2.6	i	0	-5	-0.2	-5	-12
COc1nc(N)c(S(=O)(=O)c2ccc(C)cc2)cc1C#N	/	6	3.3	i	-1	-1	1.1	-3	-18
CCc1ccc(OCC(=O)N(Cc2ccccc2)C2CCS(=O)(=O)C2)cc1 (stereo not given)	1.1	39	0.6	-0.4	-1	-1	0.6	8	1
COc1ccc(CCNc2nc(C)nc3c2oc2ccccc23)cc1OC	/	14	0.4	i	1	-1	-0.2	11	-2&-12
CC12CCC(C/C1=N\N=C1\NC(=O)/C(=C\c3ccc(Cl)cc3)S1)C2(C)C (stereo not given)	0.1	-6	1.3	0.3	-1	6	0.5	-9	/
NC(=O)c1ccc(-c2c(-c3ccccc3)sc3ccccc23)cc1	0.3	10	-0.1	-0.6	-1	/	0.2	-49	-6
O=C(NCCCN1CCOCC1)c1cc(-c2ccccc2)on1	-7.1	7	-1.9	-5.0	-7	1	-2.0	14	-9
O=C(CCc1ccccc1)C(=O)N1CCCC(C(=O)c2cccc(Cl)c2)C1 (stereo not given)	-0.4	43	3.4	-0.2	-3	-1	-0.4	12	-30
COc1cc(OC)c(C2CC(=O)N3CN(C)CSC3=C2C#N)cc1OC (stereo not given)	-0.4	0	-0.2	-0.6	-9	-1	-0.3	-4	-3
CCOc1ccccc1NC(=O)CCSc1nc2n[nH]c(C)c2c(=N)n1-c1ccccc1Cl	/	-3	0.0	-0.2	-1	-4	-0.7	3	-7
C/C(=N\N1CCN(C)CC1)c1ccc(OC(F)F)cc1	0.3	-5	-1.0	-0.3	0	-3	-0.2	-3	/
COc1cccc(O[C@@H]2O[C@@H]3COC(C)(C)O[C@H]3[C@H](O)[C@H]2NC(C)=O)c1	/	-7	-0.5	-0.3	-4	0	-0.2	2	-12
Cc1cccc(-n2nc(C)cc2N)c1	/	0	-0.9	i	-2	-3	-0.4	-5	-13
O=C(COC(=O)CNC(=O)c1ccc(Br)cc1)NCCC1=CCCCC1	1.1	8	-0.2	-0.3	-4	4	0.7	2	-20
CCn1nc(NS(=O)(=O)c2ccccc2)c2cc3cccc(C)c3nc21	/	-2	0.5	i	-8	6	?	2	-11
CCc1ccc(OCC(=O)NNC(=O)CNC(=O)c2ccc(Br)o2)cc1	0.1	-5	-1.1	-0.4	1	/	0.1	-5	-3
CCc1ccc(/C=N/NC(=O)C(=O)NCCCN2CCOCC2)cc1	0.1	8	-0.1	i	-3	4	0.0	2	/
CCOC(=O)C1=C(C)N=c2s/c(=C\c3cccc(OCC(=O)O)c3)c(=O)n2C1c1ccccc1 (stereo not given)	-1.9	32	1.7	i	9	3	-4.9	3	/
Cc1ccccc1-c1nnc(-c2ccccc2)o1	/	13	1.4	-2.8	-2	-4	0.0	0	-44
O=C(O)COc1ccccc1/C=N/NC(=O)Cc1ccccc1	-0.6	-1	-1.2	i	-24	3	-17	-6	/
Fc1ccc(Nc2cccc3nccnc23)cc1	/	4	0.1	i	-2	4	-0.5	-2	24
CC(=O)Nc1ccc(-c2ccnc3c2CC(C(=O)NCc2ccccc2)O3)cc1 (stereo not given)	1.9	-1	/	-0.5	0	/	-0.1	10	/
CC(C)OCCCNC(=O)C(=O)NCCCOC(C)C	/	-2	-0.1	-0.3	4	0	0.4	-2	-2
O=C(NCc1ccc(Cl)cc1)c1cnn2ccccc12	0.1	-6	-0.9	-0.2	-1	1	-0.1	-2	-21
COc1cc(/C=N/NC(=O)c2ccncc2)ccc1OCc1cnc(Cl)s1	0.2	1	-1.0	4.5	0	4	0.0	6	/
CCCCCCCC(=O)NC1=NC(=O)C(C)(C)S1	-0.6	7	-1.7	-0.6	1	-2	1.7	7	-2
CC1CCN(C(=O)C(C)NCc2ccc(F)cc2)CC1 (stereo not given)	0.5	-21	1.2	-0.3	4	2	-0.7	7	2
O=C(Nc1cccc(C(=O)O)c1)/C(=C/c1cccc([N+](=O)[O-])c1)NC(=O)c1cccc(Br)c1	0.5	-8	-0.5	-0.4	0	/	0.2	-8	1
C[C@@H]1COC(=O)[C@H](CC(=O)OC(C)(C)C)C/C=C\C[C@@H](CC(=O)N(CCO)Cc2ccccc2)C(=O)N1	-0.1	21	0.3	-0.7	5	/	0.1	3	-1
COc1ccc2[nH]cc(C(=O)CN3CCC(C)CC3)c2c1	/	-1	0.2	-0.4	-3	0	0.7	-5	5
O=C(CSc1ccccn1)NC1CCCc2c1cnn2-c1ccccc1F (stereo not given)	2.0	-12	/	i	3	/	-0.3	-2	/
C[C@H](NC(=O)c1nc[nH]c1C(=O)NCC(=O)OC(C)(C)C)c1ccccc1	2.1	11	-0.6	i	-7	0	-0.6	0	-18
Cc1cc(=O)oc(C)c1C(=O)NCc1ccccc1	/	-5	-0.1	-6.2	0	2	-0.1	7	-33
Cn1c(=O)c2c(ncn2CC(=O)OCC(=O)NCc2ccc(Cl)cc2)n(C)c1=O	/	3	-0.7	4.1	-3	-3	-1.3	-3	-12
COc1ccc(CNC(=O)C/C(C)=N/NC(=O)c2ccc([N+](=O)[O-])cc2Cl)cc1	0.9	3	-0.4	1.0	-1	4	-0.6	-13	/
CCN(Cc1ccccc1)S(=O)(=O)c1ccc(C(=O)Nc2nnc(C)o2)cc1	0.1	-4	13	-0.2	-2	6	-0.2	-2	-9
O=c1cc(N2CCN(c3ccccc3)CC2)[nH]c(=O)n1Cc1ccc(F)cc1	0.8	0	0.1	-0.2	-17	1	-0.3	9	-11
C=CCn1c(SCc2ccc(Cl)cc2)nc2c1c(=O)[nH]c(=O)n2C	/	32	1.1	-0.3	-2	7	0.1	10	-19
O=C(C1Cc2ccccc2CN1S(=O)(=O)c1cccs1)N1CCCCC1 (stereo not given)	/	-2	2.9	-2.0	-4	-5	-5.6	0	-12
CCCCN(C(=O)CSCC(=O)Nc1ccc(C)cc1)c1c(N)n(CCCC)c(=O)[nH]c1=O	-1.6	17	0.2	-1.4	1	/	2.3	-3	-1
C[C@]12C(=O)N(c3ccc(C(F)(F)F)cc3)C(=O)N1[C@@H]1c3ccccc3OC[C@@H]1[C@H]2c1ccccc1	1.5	6	0.2	-0.3	-4	-1	0.1	4	-8
NN=C1C(Cl)=C(Cl)C(Cl)=C1Cl	-0.7	-21	/	-2.9	-2	/	-0.6	-5	/
Cc1cc(=O)cc(C)n1-c1ccc(Cl)c(Cl)c1	0.6	4	0.0	-0.5	3	-5	-0.2	-9	5
Cc1cc(N2CCCC2)c(C)cc1C=O	/	-5	-0.2	i	-4	0	1.7	-1	-7
CCCCCCN1C[C@@H](n2cc(C3CC3)nn2)[C@H](O)C[C@@H]1c1ccc(OC)cc1	1.3	39	/	-0.4	-2	/	-0.2	7	/
CCN(CC)S(=O)(=O)c1ccc(O)c(C(=O)OCC(=O)NC23CC4CC(CC(C4)C2)C3)c1	-1.3	7	6.4	-2.9	-8	/	-0.3	5	-5
Nc1nn(-c2ccccc2)c(N)c1N=Nc1cccc(F)c1	1.2	-22	/	i	-4	0	-0.9	-25	10

Sorted by count of non-hydrogen atoms (low to high): 5 of the compounds above
SMILES	TcdB inh	Yp Topo-I inh	PfHsp40 rescue	Vc quorum ag	Anthrax LF prot	3CLpro inhibitor	BoNT A protease	PrPC surface inh	PriA SSB inh
Cc1cc(N2CCCC2)c(C)cc1C=O	/	-5	-0.2	i	-4	0	1.7	-1	-7
COc1ccc2[nH]cc(C(=O)CN3CCC(C)CC3)c2c1	/	-1	0.2	-0.4	-3	0	0.7	-5	5
Cn1c(=O)c2c(ncn2CC(=O)OCC(=O)NCc2ccc(Cl)cc2)n(C)c1=O	/	3	-0.7	4.1	-3	-3	-1.3	-3	-12
CCCCN(C(=O)CSCC(=O)Nc1ccc(C)cc1)c1c(N)n(CCCC)c(=O)[nH]c1=O	-1.6	17	0.2	-1.4	1	/	2.3	-3	-1
C[C@@H]1COC(=O)[C@H](CC(=O)OC(C)(C)C)C/C=C\C[C@@H](CC(=O)N(CCO)Cc2ccccc2)C(=O)N1	-0.1	21	0.3	-0.7	5	/	0.1	3	-1

(more compounds)
SMILES	TcdB inh	Yp Topo-I inh	PfHsp40 rescue	Vc quorum ag	Anthrax LF prot	3CLpro inhibitor	BoNT A protease	PrPC surface inh	PriA SSB inh
Cc1ccc(S(=O)(=O)NNC(=S)NC(C)(C)C)cc1	-1.6	-10	/	-0.6	24	6	0.2	-1	3
Cn1ccnc1Sc1cc(Cl)ccc1[N+](=O)[O-]	1.1	-13	-0.5	0.2	2	1	-0.2	-20	-24
COCCn1c(CN2CCc3ccccc3C2)nc2c1c(=O)n(C)c(=O)n2C	0.5	1	1.6	-0.2	-1	5	0.3	9	-4
O=Cc1ccc(N2Cc3ccccc3C2)cc1	1.9	0	0.9	-0.4	15	3	-0.8	2	-2
CCN(CC)c1nc(N)c([N+](=O)[O-])c(NCCO)n1	-10	3	1.4	-0.3	-1	0	-0.6	8	-9
Cc1cc(C(=O)N(C)Cc2c(F)cccc2Cl)c2ccccc2n1	-0.1	-2	1.4	i	15	-3	0.0	13	-7
COc1ccc(OC)c(NC(=O)COC(=O)CNC(=O)c2ccc(OC)c(OC)c2)c1	/	3	3.7	/	-5	-4	0.3	-4	-12
CCC(Oc1ccccc1)C(=O)Nc1nnc(C)s1 (stereo not given)	/	-3	-1.7	-0.5	-10	-3	0.7	-3	-15
CC(=O)c1c(C)[nH]c(C(=O)Nc2ccc(Cl)cc2)c1C	1.5	-2	-0.8	-0.4	-3	0	-0.4	-8	-8
